TCR CD3 inh = blocks the human TCR-CD3 interaction; TAMRA-labeled TCR probe fluorescence, biochemical; inhibition, % at 9.4 µM; hit rate 0.37% among 360,000; AID 651800; in the data active = inhibition above about 19%;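 also: recombinant mutant TCR 2C K166C tagged with TAMRA read by polarization; 0% = receptor in buffer alone and 100% = receptor with positive control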
TDP2 absorb = TDP2 (human) inhibition, absorbance primary screen | O95551 | recombinant TDP2, T5PNP hydrolysis, p-nitrophenol absorbance 415 nm | inhibition, % at 12.8 µM | hit rate 0.34% among 370,000 | AID 720702;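 active = inhibition above the mean of all tested compounds plus 3 SD, set per campaign, cut at about 25% in these data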;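 also: 0% = DMSO with enzyme and 100% = buffer with substrate but no TDP2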
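Assay system: recombinant human TDP2 / Reagent: T5PNP substrate at 5 mM, a TopII-DNA adduct mimic / Measured by: epi absorbance from released p-nitrophenol / Evaluation: % inhibition relative to enzyme-containing and enzyme-free wells / Control set: enzyme-free and DMSO wells / Replicates: each compound tested once, singlicate / Schedule: enzyme reaction with compound for 2 h at 37 °C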
MBD2 inh = inhibitors of human MBD2 binding to methylated oligonucleotide. TR-FRET. inhibition, % at 4.4 µM. hit rate 0.31% among 370,000. Q9UBB5; in the data active = inhibition above about 13%
mABHD4 FP = inhibits mouse alpha/beta hydrolase domain 4 | Q8VD66 | purified mABHD4, FP-Rh probe fluorescence polarization | hit rate 0.54% among 370,000 | inhibition, % at 8.92 µM;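 active = inhibition exceeding the mean over every tested compound plus 3 SD, cut at about 30% in these data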;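 also: 0% = plate median of compound wells and 100% = S159A mutant with DMSO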
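System: mouse ABHD4 enzyme, wild type / Medium: HEPES pH 7.0, NaCl, Pluronic buffer / Reagent: FP-Rh activity-based fluorescent probe / Control set: S159A mutant high control, sample median low control / Detection: fluorescence polarization with parallel and perpendicular emission, 525/598 nm / Schedule: 45 min + 60 min at 25 °C / Compound dosing: 8.92 µM, single dose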
PRMT1 inh = blocks human protein arginine methyltransferase 1; hit rate 1.3% among 370,000; Q99873; recombinant PRMT1, activity-based probe fluorescence polarization; inhibition, % at 2.79 µM; AID 652257;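 active = inhibition above about 21% made by adding two undisclosed values, limit read from the data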
Target sequence (Q99873 whole entry, looked up): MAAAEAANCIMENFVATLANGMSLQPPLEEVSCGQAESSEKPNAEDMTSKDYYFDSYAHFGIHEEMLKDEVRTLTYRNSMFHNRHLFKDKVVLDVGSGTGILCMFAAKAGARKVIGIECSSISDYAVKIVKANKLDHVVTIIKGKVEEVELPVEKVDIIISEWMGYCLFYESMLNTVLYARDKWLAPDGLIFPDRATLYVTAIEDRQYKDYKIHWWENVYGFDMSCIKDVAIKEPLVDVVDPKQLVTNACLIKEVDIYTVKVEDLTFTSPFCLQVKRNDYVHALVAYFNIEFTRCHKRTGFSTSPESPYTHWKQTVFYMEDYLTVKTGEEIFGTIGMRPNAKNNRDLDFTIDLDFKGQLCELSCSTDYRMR
GC-B act = GC-B (human) receptor activation. P20594. HEK293-GC-B cells, CNP EC30, cGMP TR-FRET; 0% at EC30 CNP, 100% saturating CNP. activation, % at 10 µM. hit rate 0.11% among 370,000. AID 1920062;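 active = activation at 10 µM reaching about 35% in either raw or pattern-adjusted values, limit read from the data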
SIAE inh = human SIAE inhibition, primary screen. Q9HAT2. SIAE FP-Rh probe binding, fluorescence polarization. inhibition, % at 9.66 µM. hit rate 0.69% among 370,000. AID 1053197;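 active = inhibition above a cutoff: mean of compounds within the control limits plus 3 SD of those, cut at about 17% in these data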;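 also: 0% = plate median of compound wells and 100% = probe without SIAE protein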
HTRA1 inh = HTRA1 (human) protease inhibition. hit rate 0.5% among 340,000. recombinant HTRA1, FP-rhodamine activity-based probe, fluorescence polarization. Q92743. inhibition, % at 5.96 µM; in the data active = inhibition above about 36%;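 also: 0% = enzyme with DMSO and 100% = wells lacking enzyme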
Target sequence (Q92743 whole entry, looked up): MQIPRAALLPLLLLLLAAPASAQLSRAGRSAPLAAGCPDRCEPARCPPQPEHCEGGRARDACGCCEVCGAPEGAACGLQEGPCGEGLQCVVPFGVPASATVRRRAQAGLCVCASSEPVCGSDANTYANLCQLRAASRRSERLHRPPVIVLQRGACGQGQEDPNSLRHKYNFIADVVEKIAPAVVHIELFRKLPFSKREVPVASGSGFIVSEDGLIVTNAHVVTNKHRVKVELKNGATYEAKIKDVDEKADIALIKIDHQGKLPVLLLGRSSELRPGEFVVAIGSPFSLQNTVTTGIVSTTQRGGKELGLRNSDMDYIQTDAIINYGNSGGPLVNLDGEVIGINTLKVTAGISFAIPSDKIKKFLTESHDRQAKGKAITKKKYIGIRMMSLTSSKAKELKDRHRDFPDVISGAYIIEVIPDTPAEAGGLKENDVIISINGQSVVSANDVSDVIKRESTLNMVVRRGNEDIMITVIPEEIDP
LEDGF integ inh = blocks HIV-1 LEDGF/p75-dependent DNA integration. TR-FRET IN-LEDGF/p75 DNA integration, Eu/Cy5. inhibition, % at 3.7 µM. hit rate 0.64% among 370,000. AID 743269;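 active = inhibition above the screen-wide mean plus 3 SD, cut at about 13% in these data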;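 also: signal is the Cy5 over europium emission ratio at 671 and 618 nm; 0% = plate median of compound wells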
rCAG RNA binder = molecules binding r(CAG) RNA repeats | r(CAG) RNA repeat, TO-PRO-1 dye displacement fluorescence | inhibition, % at 3 µM | hit rate 1.3% among 370,000 | AID 651821;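 active = inhibition above the plate cutoff, the mean of all test compounds on that plate plus 3 SD, cut at about 35% in these data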;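 also: 0% = DMSO alone and 100% = 100 µM mitoxantrone as full dye displacement; higher means more dye released from RNA so lower well fluorescence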
* = called active by the depositor; nt = no result given; & = joins results of further samples.

SMILES	TCR CD3 inh	TDP2 absorb	MBD2 inh	mABHD4 FP	PRMT1 inh	GC-B act	SIAE inh	HTRA1 inh	LEDGF integ inh	rCAG RNA binder
Cc1c(C(=O)N2CCC3(CC2)OCCO3)oc2ccccc12	-0.9	1.5	5.0	1.5	-0.3	3.4	1.9	0.6	-0.2	-4.6
N#CCN1CCN(c2ccc(C(F)(F)F)cc2)CC1	-7.4	-4.0	5.0	-11.8	-1.1	-1.8	-4.8	-3.2	-1.6	-2.8
CC(=O)NCC1=C(c2ccc3ccccc3c2)C[C@@H]2CC[C@H]1N2Cc1ccco1	-0.8	-5.2	2.7	3.0	-5.7	-0.2	-5.8	0.1	1.8	3.3
COc1ccc(CN2C(=O)NC(=O)/C(=C\c3cc(OC)c(OC)c(OC)c3)C2=O)cc1	2.3	5.7	-5.5	-1.1	8.3	1.5	4.4	2.9	-1.9	20.6
CCCCn1c(O)c(C(C)=NCCCn2ccnc2)c(=O)[nH]c1=O	2.8	-0.1	1.4	4.9	0.1	5.4	-3.0	6.6	-0.5	-3.8
CCCCn1c(O)c(C(CC)=NCc2ccco2)c(=O)[nH]c1=O	-3.6	-7.3	1.9	-3.6	-1.2	14.8	-2.0	1.7	2.2	-0.9
COc1ccc(N2C(=O)NC(=O)/C(=C/c3ccc(N4CCOCC4)cc3)C2=O)cc1	-5.6	2.9	-2.1	0.5	-1.1	1.0	0.1	nt	2.4	4.8
COC(=O)C1=C(c2ccc(-c3ccccc3)c(F)c2)C[C@@H]2CC[C@H]1N2C(=O)NCC1CC1	-2.4	-13.9	-0.3	4.2	-2.2	1.7	-6.1	-11.1	0.5	-5.5
CCC(c1nnnn1C(C)(C)C)N1CCC2(CC1)C(=O)NCN2c1ccccc1 (stereo not drawn)	4.8	6.1	-6.2	-0.5	0.0	-0.7	-1.8	nt	2.5	4.8
COC(=O)C1=C(c2cccc(OCc3ccccc3)c2)C[C@@H]2CC[C@H]1N2C(=O)NCc1ccccc1	8.6	-0.5	-3.5	-9.3	-0.1	-1.4	-0.8	-27.9	0.5	-1.9
CC(=NCC1CCCO1)c1c(O)n(C)c(=O)n(C)c1=O (stereo not drawn)	2.4	9.6	3.3	3.6	-2.6	8.7	-7.0	3.4	-2.6	-1.5
CC1(C)CC2(CCO1)NCCN1C(=O)CSC12 (stereo not drawn)	0.0	-7.8	-3.6	2.4	-0.4	3.9	-2.4	0.4	-0.3	2.3
CCC(=NCc1ccco1)c1c(O)n(-c2ccc(C)cc2)c(=O)[nH]c1=O	-3.7	5.2	-2.6	-6.5	0.1	5.3	9.0	-3.9	2.5	-3.8
COc1cc(CCN)ccc1O	-2.9	-2.9	7.6	-7.8	5.1	-2.5	0.4	6.3	-2.1	2.5
Cc1cc(/C=C2\C(=O)NC(=O)N(c3ccc(Br)cc3)C2=O)c(C)n1-c1cc(C(=O)O)cc(C(=O)O)c1	5.1	13.1	10.6	3.8	16.1	-2.2	-1.5	-3.6	44.0*	31.1
COC(=O)C1=C(c2ccc(OC(F)(F)F)cc2)C[C@@H]2CC[C@H]1N2C(=O)NC1CC1	1.1	6.9	0.7	-1.9	-1.3	-1.9	0.8	8.6	0.8	-9.2
O=C(c1ccc(Cl)cc1)C1CCCN(Cc2cccc3cccnc23)C1 (stereo not drawn)	-0.2	-2.0	0.7	-3.6	-1.6	-2.3	10.0	-1.0	6.3	-2.1
C[C@H](NC(=O)N1C[C@H]2C[C@@H](C1)c1cccc(=O)n1C2)C(=O)Nc1ccc(F)c(F)c1	-9.2	-11.0	-1.4	3.8	-0.8	-3.1	-3.6	2.5	2.0	0.3
CCN(CC)C(=O)c1ccc(NC(=O)COc2ccccc2F)cc1	6.1	-5.0	-3.7	0.4	2.5	1.6	-1.0	-7.8	-3.9	-4.5
C=CCn1c(O)c(C(C)=NCCC(c2ccccc2)c2ccccc2)c(=O)[nH]c1=O	2.2	8.8	-1.0	-1.7	0.8	-7.0	1.3	2.8	1.3	-0.2
Cc1cccc(C)c1-n1nnnc1C(c1ccnc2ccccc12)N1CCC2(CC1)C(=O)NCN2c1ccccc1 (stereo not drawn)	6.4	2.2	0.0	3.4	-4.7	-5.2	1.9	nt	-0.2	4.6
Cc1ccccc1-n1c(O)c(/C=N/c2nccs2)c(=O)[nH]c1=O	3.1&-4.2	-1.8&1.7	2.9&1.7	0.9&-0.9	-1.3&3.0	-2.4&-5.3	1.2&-5.2	1.7&4.3	3.2&-8.7	-2.8&-4.4
C=CCn1c(O)c(C=NCCCn2ccnc2)c(=O)[nH]c1=O	10.0	-15.7	6.2	0.8	-6.2	3.5	1.5	7.2	2.7	-1.6
c1ccc(C(c2ccccc2)c2cccnc2)cc1	1.2	-5.6	0.4	-2.8	0.4	-3.7	-0.1	-7.7	-4.0	-0.6
COc1ccc(OC)c(NC2=NCCS2)c1	4.3	7.1	-2.0	-3.8	-5.9	3.3	10.3	8.8	-2.8	3.9
c1ccc2nc(N3CCNCC3)ccc2c1	5.6&3.1	4.9&3.4	1.5&1.4	0.6&-0.9	-1.9&-4.9	4.1&7.7	2.1&-0.9	10.7&2.8	0.0&-0.1	2.8&3.9
COc1ccc(C(=O)C2CCCN(Cc3ccc(C)s3)C2)c(OC)c1 (stereo not drawn)	-6.1	-7.9	1.6	-0.2	-1.9	-9.4	-7.0	3.6	1.9	-7.8
CC[n+]1c(-c2ccccc2)c2cc(N)ccc2c2ccc(N)cc21	89.6*	33.9*	70.0*	81.7*	36.9*	-12.2	53.9*	109.3*	41.5*	25.1
Cn1c[n+](C)cc1C(O)c1ccccc1 (stereo not drawn)	-0.3&1.3	-7.7&-4.9	-3.3&-1.1	4.4&-2.0	3.3&-0.7	3.1&1.0	6.2&-1.7	3.4&0.1	1.5&-1.6	4.2&0.2
CN(C)CC#CCC(O)(c1ccccc1)C1CCCC1 (stereo not drawn)	-7.1	-15.4	-1.7	-3.5	-3.3	-14.8	-1.3	8.3	4.8	-1.5
O=C(COC(=O)Cc1ccccc1)NCCNC(=O)COC(=O)Cc1ccccc1	-1.5	8.0	1.1	1.2	-1.8	-0.1	-7.0	-1.2	2.2	-11.0
COc1cc(C(=O)N/N=C/C23CC[C@@H](O)CC2(O)CC[C@@H]2[C@@H]3CCC3(C)C(C4=CC(=O)OC4)CCC23O)ccc1O (stereo partly drawn)	-1.6	5.6	3.6	1.9	1.4	1.6	-1.9	-0.5	-3.2	-2.7
CCCc1nnc(NC(=O)CCC(=O)N2CCC3(CC2)OCCO3)s1	-0.7	-7.9	0.0	-16.6	-0.6	-2.0	5.4	-1.8	-2.6	-1.5
O=C1NC(=S)NC(=O)C1c1ccccc1	4.4	11.2	7.2	4.0	3.2	7.3	0.7	0.7	-2.8	0.4
COc1ccc(-n2c(O)c(C(C)=NCCCn3ccnc3)c(=O)[nH]c2=O)cc1	-5.4	-3.4	2.1	-0.4	4.4	7.0	-6.2	-3.2	-4.4	-0.4
O=C(c1ccc(CS(=O)(=O)c2ccccc2)o1)N1CCC2(CC1)OCCO2	8.2	-2.8	0.1	-0.9	-1.0	3.5	0.8	3.9	2.6	5.4
CN=C(SCc1ccccc1)c1c(O)n(C)c(=O)n(C)c1=O	-9.3	12.9	-0.4	4.7	1.0	4.1	2.5	8.7	1.1	-1.4
CN1C(=O)[C@@]23C[C@]4(c5c[nH]c6ccccc56)c5ccccc5N(S(=O)(=O)c5ccccc5)[C@@H]4N2C(=O)[C@@H]1SS3	nt	6.2	-0.8	-5.4	0.7	13.2	3.0	nt	0.7	nt
O=P(Oc1ccc(Cl)cc1)(N1CC1)N1CC1	3.6	3.9	-0.8	2.5	-1.0	1.2	13.7	-2.3	-4.3	3.8
CC1CCCC(NC(=O)COC(=O)c2cn(C)c3ccccc23)C1C (stereo not drawn)	-7.5	-11.0	5.8	-0.1	5.1	-2.1	-3.5	-1.5	4.6	2.5
N#CCC[C@@H]1CC[C@]2(CCCN(Cc3ccccn3)C2)O1	nt	0.9	-4.8	-3.4	3.7	0.1	-3.9	nt	-0.1	-0.9
COc1ccc(-c2nn(CCC#N)cc2C(=O)NCc2ccccc2)cc1OC	6.7	-0.8	4.0	2.7	-3.2	2.2	1.3	5.4	5.3	-2.9
COc1cccc(Oc2coc3cc(OC(=O)N(C)C)ccc3c2=O)c1	-4.3	-2.4	-0.8	-2.2	-5.5	7.9	0.7	2.8	4.9	-3.8
O=[N+]([O-])c1ccccc1CCl	7.1	0.1	3.3	-0.5	0.3	2.0	-2.0	1.2	-1.0	1.8
COC(=O)C1=C(c2ccc(-c3ccccc3)c(F)c2)C[C@@H]2CC[C@H]1N2C(=O)N1CCCC1	4.7	-11.0	0.1	-5.5	0.1	5.9	-18.9	-30.9	-0.6	-4.0
C=CCN1C(=O)/C(=C/c2ccc3c(c2)CCCN3CCC)C(=O)NC1=S	-30.0	-0.6	3.1	-16.6	26.0*	0.9	-10.6	-13.3	-0.7	22.7

In the list so far, six contain fluorine.
SMILES	TCR CD3 inh	TDP2 absorb	MBD2 inh	mABHD4 FP	PRMT1 inh	GC-B act	SIAE inh	HTRA1 inh	LEDGF integ inh	rCAG RNA binder
N#CCN1CCN(c2ccc(C(F)(F)F)cc2)CC1	-7.4	-4.0	5.0	-11.8	-1.1	-1.8	-4.8	-3.2	-1.6	-2.8
COC(=O)C1=C(c2ccc(-c3ccccc3)c(F)c2)C[C@@H]2CC[C@H]1N2C(=O)NCC1CC1	-2.4	-13.9	-0.3	4.2	-2.2	1.7	-6.1	-11.1	0.5	-5.5
COC(=O)C1=C(c2ccc(OC(F)(F)F)cc2)C[C@@H]2CC[C@H]1N2C(=O)NC1CC1	1.1	6.9	0.7	-1.9	-1.3	-1.9	0.8	8.6	0.8	-9.2
C[C@H](NC(=O)N1C[C@H]2C[C@@H](C1)c1cccc(=O)n1C2)C(=O)Nc1ccc(F)c(F)c1	-9.2	-11.0	-1.4	3.8	-0.8	-3.1	-3.6	2.5	2.0	0.3
CCN(CC)C(=O)c1ccc(NC(=O)COc2ccccc2F)cc1	6.1	-5.0	-3.7	0.4	2.5	1.6	-1.0	-7.8	-3.9	-4.5
COC(=O)C1=C(c2ccc(-c3ccccc3)c(F)c2)C[C@@H]2CC[C@H]1N2C(=O)N1CCCC1	4.7	-11.0	0.1	-5.5	0.1	5.9	-18.9	-30.9	-0.6	-4.0

Of the compounds above, two have a CF3 group:
SMILES	TCR CD3 inh	TDP2 absorb	MBD2 inh	mABHD4 FP	PRMT1 inh	GC-B act	SIAE inh	HTRA1 inh	LEDGF integ inh	rCAG RNA binder
N#CCN1CCN(c2ccc(C(F)(F)F)cc2)CC1	-7.4	-4.0	5.0	-11.8	-1.1	-1.8	-4.8	-3.2	-1.6	-2.8
COC(=O)C1=C(c2ccc(OC(F)(F)F)cc2)C[C@@H]2CC[C@H]1N2C(=O)NC1CC1	1.1	6.9	0.7	-1.9	-1.3	-1.9	0.8	8.6	0.8	-9.2

The list is partial. The share of hits here may be higher or lower than overall.
